Kir21 inh: inhibitors of mouse Kir2.1 inward-rectifier potassium channel. AID 1672. HEK293-Kir2.1, FluxOR thallium flux fluorescence; hits give low values. P35561. B-score at 10 µM. 310,000 tested, 0.85% active;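 active means fluorescence ratio B-score at or below minus 3 SD of library scores, with starting-brightness B-score within 2 SD, cut at about -4.2 in these data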;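 further: channel flux triggered by added potassium and thallium sulfate stimulus; B-score of peak minus minimum fluorescence over baseline after thallium stimulus; more negative B-score means stronger Kir2.1 block with less thallium influx; some compounds called inactive have numbers as strong as hits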
KCNQ2 block: KCNQ2 potassium channel inhibitors, primary screen, cell-based, CHO-K1, FluxOR thallium flux, B-score (AID 2156) | O88943 | 20 min; hits give low values | B-score at 10 µM | 310,000 tested, 1.1% active;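 active means fluorescence ratio B-score at most minus 3 library SDs, with starting brightness B-score within 2 library SDs, cut at about -5.5 in these data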
Target sequence (O88943 whole entry, looked up): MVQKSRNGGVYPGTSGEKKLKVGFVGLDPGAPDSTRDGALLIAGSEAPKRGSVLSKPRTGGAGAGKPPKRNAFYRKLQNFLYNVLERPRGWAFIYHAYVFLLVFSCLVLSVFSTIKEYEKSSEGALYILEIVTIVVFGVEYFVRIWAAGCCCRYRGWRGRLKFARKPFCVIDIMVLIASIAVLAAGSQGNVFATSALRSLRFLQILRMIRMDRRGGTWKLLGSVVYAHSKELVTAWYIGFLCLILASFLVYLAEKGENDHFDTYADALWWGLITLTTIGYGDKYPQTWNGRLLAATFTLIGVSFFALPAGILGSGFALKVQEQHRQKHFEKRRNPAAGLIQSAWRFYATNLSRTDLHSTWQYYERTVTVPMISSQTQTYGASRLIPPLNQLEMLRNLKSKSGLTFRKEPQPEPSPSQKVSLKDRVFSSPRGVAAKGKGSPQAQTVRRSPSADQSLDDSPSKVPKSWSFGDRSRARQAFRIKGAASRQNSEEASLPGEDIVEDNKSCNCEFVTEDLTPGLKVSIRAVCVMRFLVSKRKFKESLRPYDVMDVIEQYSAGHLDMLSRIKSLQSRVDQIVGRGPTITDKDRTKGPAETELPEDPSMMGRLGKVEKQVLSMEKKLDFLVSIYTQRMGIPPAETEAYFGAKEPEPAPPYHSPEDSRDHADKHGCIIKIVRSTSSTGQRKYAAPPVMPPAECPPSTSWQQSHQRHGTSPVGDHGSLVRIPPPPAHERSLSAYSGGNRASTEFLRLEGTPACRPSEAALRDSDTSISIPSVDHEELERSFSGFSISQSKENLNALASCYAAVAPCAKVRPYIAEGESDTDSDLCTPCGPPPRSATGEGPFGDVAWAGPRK
Starred values were filed as active, the others as inactive; i = inactive.

Start of the data: the first 7 entries, ahead of the listing:
Kir21 inh | KCNQ2 block | smiles
-2.9 | i | CC(C)Oc1cccc(C(=O)C2CCCN(Cc3cccn3-c3ccccn3)C2)c1 (stereo unspecified)
0 | i | CCCCNC(=O)NNC(=O)c1cc(C)on1
-1.4 | i | CC(C)COC(=O)NCCOC(=O)Nc1cccc(Cl)c1
0.59 | i | COc1ccc(NC(=O)c2ccc3ccccc3n2)cc1S(=O)(=O)N1CCCCC1
0 | i | CC(C)CCNC(=S)Nc1ccc2nc3n(c(=O)c2c1)CCCCC3
0.35 | i | O=C(NCc1ccc2c(c1)OCO2)c1ccc(NC(=O)C2CCCO2)cc1 (stereo unspecified)
0 | i | C[C@H](NC(=O)Nc1cccc(Br)c1)C(=O)O

The whole of this part, from the start:
Kir21 inh | KCNQ2 block | smiles
-2.9 | i | CC(C)Oc1cccc(C(=O)C2CCCN(Cc3cccn3-c3ccccn3)C2)c1 (stereo unspecified)
0 | i | CCCCNC(=O)NNC(=O)c1cc(C)on1
-1.4 | i | CC(C)COC(=O)NCCOC(=O)Nc1cccc(Cl)c1
0.59 | i | COc1ccc(NC(=O)c2ccc3ccccc3n2)cc1S(=O)(=O)N1CCCCC1
0 | i | CC(C)CCNC(=S)Nc1ccc2nc3n(c(=O)c2c1)CCCCC3
0.35 | i | O=C(NCc1ccc2c(c1)OCO2)c1ccc(NC(=O)C2CCCO2)cc1 (stereo unspecified)
0 | i | C[C@H](NC(=O)Nc1cccc(Br)c1)C(=O)O
-1.9 | i | Cc1[nH]c2ccccc2c1CCNC(=O)c1ccc2c(c1[N+](=O)[O-])C(=O)c1ccccc1C2=O
0.15 | i | CCN(CC)S(=O)(=O)c1cccc(C(=O)N/N=C/c2ccc(N3CCOCC3)cc2)c1
-1.1 | i | CCOC(=O)c1nc(-c2ccccc2)oc1N(C)C
-0.17 | i | CN(C)CC#CCC(O)(c1ccccc1)c1ccccc1
0.39 | i | CCOC(=O)C1Nc2c(F)cc(C)cc2C2C=CCC12 (stereo unspecified)
-0.01 | i | CCOc1cc(/C=N/NC(N)=O)ccc1OCC(=O)Nc1ccc(C)c(C)c1
0.25 | i | CN(CC(=O)O)S(=O)(=O)c1ccc2c(c1)n(C)c(=O)c(=O)n2C
-2.4 | i | CN(C)S(=O)(=O)c1cccc(NC(=S)Nc2cc(Cl)cc(Cl)c2)c1
0.04 | i | COc1ccc(Cn2ccnc2SCC(=O)NC2CCCC2)cc1
-1.2 | i | CC(C)(C)NC(=O)C(=O)NNC(=O)COc1ccccc1
-1.3 | i | CCC(C)c1ccccc1OCCCN(C)Cc1ccccc1 (stereo unspecified)
1.6 | i | Cc1cc2cc(CNC(=O)c3ccc(C)c([N+](=O)[O-])c3)ccc2[nH]1
0.54 | i | O=C(NC1CCCCC1)c1cc2cc(Br)ccc2o1
-2.1 | i | CC1([N+](=O)[O-])COC2(OC1)C(=O)Nc1ccccc12 (stereo unspecified)
0.63 | i | c1ccc2c(c1)c1ccccc1n1c(-c3ccc4c(c3)OCO4)nnc21
-1.4 | i | CN(C)CCCNC(=O)c1ccc(Oc2ccccc2)cc1
-0.63 | i | CCC(=O)c1cc(F)c(N2CCN(S(=O)(=O)c3ccccc3)CC2)cc1C
-0.81 | i | C#CCOCCOCCOCCNc1nc(N2CCN(C(=O)[C@H](CCC(=O)O)n3cc(C(N)CO)nn3)CC2)nc(N2CCN(C(=O)[C@H](Cc3ccc(O)cc3)n3cc(C(N)CC(C)C)nn3)CC2)n1 (stereo partly specified)
-0.11 | i | COc1ccc(CNC(=O)CNC(=O)c2sc3ccccc3c2Cl)cc1OC
-0.78 | i | Cc1nc(N2CCC(C(N)=O)CC2)c2c(-c3cccs3)csc2n1
-0.32 | i | O=C(/C=C/c1ccc(OCc2c(F)cccc2Cl)cc1)N1CCOCC1
-0.38 | i | COC(=O)c1[nH]c(C)c(/C(O)=C2\C(=O)C(=O)N(CCN(C)C)C2c2ccc(C)o2)c1C (stereo unspecified)
2.1 | i | Cc1ccccc1-c1nnn(CC(=O)N(C)CC(=O)Nc2ccccc2C(F)(F)F)n1
0.26 | i | CC(=O)NC(CCS(C)(=O)=O)C(=O)Nc1nc(C)cs1 (stereo unspecified)
-0.3 | i | CCc1c(C)nc2nc(SCc3ccccc3)[nH]n2c1=O
1.5 | i | N#Cc1ccccc1S(=O)(=O)N1CCN(C(=O)CN2C(=O)NC3(CCCC3)C2=O)CC1
-1.7 | i | O=C(NCCN1CCOCC1)/C(=C\c1ccc(F)cc1)NC(=O)c1ccccc1
0.75 | i | O=c1cc(N2CCN(c3ccccc3)CC2)[nH]c(=O)n1-c1ccccc1
0.22 | i | COc1ccccc1-c1cc(C(F)(F)F)nc(S(=O)(=O)CCCC(=O)NC(C)C)n1
0.05 | i | Cc1nc2ccccc2n1CC(O)COc1ccc(Br)cc1 (stereo unspecified)
1.2 | i | Cc1nonc1CN(C)C(=O)CC1C(=O)NCCN1Cc1c(F)cccc1Cl (stereo unspecified)
0 | i | CSc1ccccc1OCc1cc(C(=O)N(C)Cc2cnccn2)no1
-0.04 | i | O=C(Nc1cccc(Cl)c1)c1ccc(NCCCN2CCOCC2)c([N+](=O)[O-])c1
1.3 | i | CC1CN(c2nc(Nc3ccccc3F)nc(N)c2[N+](=O)[O-])CC(C)O1 (stereo unspecified)
-1.9 | i | COc1ccccc1-c1nnn(C/C(N)=N/O)n1
0.64 | i | COc1ccc(-n2c(=S)[nH]c3cc(C(=O)Nc4ccccc4OC)ccc3c2=O)c(OC)c1
0.97 | i | CN1CCC2(CC1)N=C(c1ccc(F)cc1)C(=S)N2C(=O)c1ccc(C(C)(C)C)cc1
1.2 | i | CCO/N=C/C1=C(O)C(C(=O)OC)C(C)(C)CC1=O (stereo unspecified)
-14 | i | N#CC1=C(N)Oc2cc(O)c(Cl)cc2C1c1ccccc1F (stereo unspecified)
1.8 | i | COc1cc2c(cc1OC)CN(C(=O)CNC(=O)c1ccc(OC(F)F)cc1)CC2
2 | i | COc1cc(CNc2ncn[nH]2)ccc1OCC(=O)NC(C)(C)C
0.27 | i | COc1ccccc1CNC(=O)CSc1nc(C)cs1
0.5 | i | COc1ccccc1C(=O)NNC(=O)c1ccccc1
0.53 | i | CCn1ccnc1CNC(=O)CC1C(=O)NCCN1CCCc1ccccc1 (stereo unspecified)
-4.5* | i | Cc1cc(C)c(C#N)c(N2CCN(Cc3ccccc3)CC2)n1
0.95 | i | CON1C(=O)C(=O)N(OC)C(C)(C)C1(C)C
-0.04 | i | CCN1CCN(CCCNC(=O)c2ccc3c(c2)NC(=O)c2ccccc2S3)CC1
-2 | i | CN(C)c1cc(NC(=O)CNC(C)(C)C)c2ccccc2n1
-0.85 | i | O=C(CC(=O)c1ccccc1)Nc1ccccc1
0.68 | i | Cc1ccc(C(=O)OC(C)C(=O)NC2CCCCC2C)cc1S(=O)(=O)N1CCCCC1 (stereo unspecified)
-0.79 | i | Cc1cc(C)cc(NC(=O)Cn2nnc(C(=O)NCc3ccccc3Cl)c2N)c1
-0.17 | i | O=C(Nc1cc(Cl)ccc1N1CCOCC1)c1ccc2c(c1)OCCO2
-0.22 | i | C/C(CC(=O)Nc1ccc(F)cc1)=N\NC(=O)Cc1csc(N)n1

(further entries)
Kir21 inh | KCNQ2 block | smiles
-0.62 | i | CN1CCc2ccccc2CC1=O
-0.01 | i | O=C(COC(=O)c1ccc(CSc2ccc(Cl)cc2)cc1)Nc1ccccc1
1.5 | i | O=C(CN1CCN(c2ccc(F)cc2)CC1)NCC1CCCO1 (stereo unspecified)
0.26 | i | O=S(=O)(NC1CC1)c1ccc(S(=O)(=O)N2CCC3(CC2)OCCO3)cc1
1.1 | i | Cc1ccc(N2CCN(C(=O)CN3C(=O)c4ccccc4C3=O)CC2)cc1
-0.01 | i | COC(=O)C1(CCSC)NC(c2ccc(O)c(OC)c2)C2C(=O)N(c3ccc(C)cc3)C(=O)C21 (stereo unspecified)
1.1 | i | CCOc1ccc(N2C(=O)C(=O)/C(=C(/O)c3ccccc3)C2c2ccccc2[N+](=O)[O-])cc1 (stereo unspecified)
-1.2 | i | COc1ccc(C2c3[nH]c4ccccc4c3CCN2CCCn2cccn2)cc1C (stereo unspecified)
2.4 | i | COc1ccc2c(c1OC)C(=O)N(c1ccc(F)cc1)C2
0.3 | i | CN(CCNC(=O)C1CCCN(c2ncnc3c2nc2n3CCCCC2)C1)Cc1ccccc1 (stereo unspecified)
0.15 | i | COc1ccccc1CCC(=O)OCc1csc(CC(=O)Nc2ccccc2C)n1
1 | i | Clc1ccccc1CSC1=NCCCN1
-1.4 | i | C=CCOC(=O)C1=C[C@H](c2coc3ccccc3c2=O)C[C@H](OCc2ccc(CO)cc2)O1
-1.1 | i | COCCn1c(N)c(NCc2ccccc2)c(=O)[nH]c1=O
-0.42 | i | Cc1nc2ccccc2nc1CSc1nnc(N)s1
0.58 | i | CC1CCCC(C)N1CCCNC(=O)Cn1cc2c(n1)CCCC2 (stereo unspecified)
-1.2 | i | O=C(CNCC1CCCO1)Nc1ccccc1-n1cccc1 (stereo unspecified)
0.9 | i | COc1cccc(CCc2nnc(CCC(=O)NC(C)c3c(C)nn(C)c3C)o2)c1 (stereo unspecified)
-0.16 | i | COc1cc(Cl)c(CN2CCC(CCC(=O)NC3CC3)CC2)cc1OC
0.36 | i | C/C(=N\NC(=O)C1(C)CC1(Br)Br)c1ccc(NC(=O)C2CCC2)cc1 (stereo unspecified)
0.53 | i | CC1(C)CC(NC(=O)C(=O)NCCc2ccccc2)CC(C)(C)N1
0.01 | i | Cc1ccc(S(=O)(=O)Nc2nc(C)cc(NCCN)n2)cc1
0.04 | i | O=[N+]([O-])c1ccc(-c2cc(-c3ccc(Cl)cc3)n[nH]2)cc1
-0.81 | i | CC(=O)CC(C)(C)Nc1nc2ccc([N+](=O)[O-])cc2o1
-0.03 | i | Cc1ccccc1Nc1nnc(SCC(=O)c2cc3ccccc3o2)s1
0.21 | i | Cc1ccc(-n2c(-c3cnccn3)n[nH]c2=S)cc1
-0.37 | i | CCC1CCCCN1C(=O)COc1ccccc1NC(C)=O (stereo unspecified)
-1 | i | CCC(C)OC(=O)C1=C(C)OC23OC(N)=C(C#N)C12C(=O)c1ccccc13 (stereo unspecified)
-0.87 | i | Cc1oc(-c2ccccc2F)nc1CN1CCC(C(=O)NCc2cccnc2)CC1
-1.3 | i | O=C(Nc1cccc(Cl)c1)c1cccc(Oc2ccc([N+](=O)[O-])cc2Cl)c1
0.27 | i | OCCn1c(-c2ccccc2)csc1=Nc1ccccc1
0.03 | i | COc1ccccc1/C=N/NC(=O)c1ccc(Cn2nc([N+](=O)[O-])cc2C)cc1
0.73 | i | COc1ccccc1OCCNC(=O)Nc1cc(F)c(F)cc1Cl
-0.01 | i | COc1cccc(C(=O)NNC(=O)/C=C/c2ccccc2)c1
-0.54 | i | CCN1CCN(C(=O)c2ccc3c(=O)n(CCC4=CCCCC4)c(=O)[nH]c3c2)CC1
-1.4 | i | Cc1ccc(N2CCC(N3CCN(C4CCCCC4)C(CCO)C3)CC2)cc1 (stereo unspecified)
-0.6 | i | Fc1ccc(N2Cc3ccsc3C=N2)cc1
1.3 | i | COc1ccc(/C=N\NC(=O)C2COc3ccccc3O2)cc1O (stereo unspecified)
-0.37 | i | COc1ccc2nc(/N=C/c3cccc(OC)c3O)sc2c1
1 | i | NC(=O)c1ccsc1NC(=O)CSc1nnc2ccccn12

Compound profiles, from the list above. Order of screens: Kir21 inh | KCNQ2 block
Cc1ccc(S(=O)(=O)Nc2nc(C)cc(NCCN)n2)cc1 is listed as 0.01 | i
CCC1CCCCN1C(=O)COc1ccccc1NC(C)=O (stereo unspecified) is listed as -0.37 | i
O=C(Nc1cccc(Cl)c1)c1cccc(Oc2ccc([N+](=O)[O-])cc2Cl)c1 is listed as -1.3 | i
COc1ccc(/C=N\NC(=O)C2COc3ccccc3O2)cc1O (stereo unspecified) is listed as 1.3 | i

Going on with the list:
Kir21 inh | KCNQ2 block | smiles
0.07 | i | Cc1nc2ncnn2c(C)c1CCC(=O)NCCc1ccccc1
1.1 | i | CCC1(c2ccc(F)cc2)NC(=O)N(CC(=O)Nc2ccc(N3CCCCC3)cc2)C1=O (stereo unspecified)
0.02 | i | O=C(CSc1nnnn1C1CCCCC1)NCc1cccc(C(=O)O)c1
-1.6 | i | CCCn1c2ccccc2c2nc3ccccc3nc21
1.6 | i | Cc1nn(C)c(C(=O)N2CCc3ccccc32)c1Br
0.21 | i | Cc1ccc(/C=C/C(=O)N2CCCC(C)C2)cc1 (stereo unspecified)
-0.83 | i | CC1CCN(CC(C)CNC(=O)c2cc(-c3ccccn3)nc3ccccc23)CC1 (stereo unspecified)
-0.3 | i | O=C(CSc1nnc(CNC(=O)c2ccc(F)cc2)o1)NCc1ccc2c(c1)OCO2
-1.7 | i | Cc1ccc(C)c(NC(=S)NCCc2ccc(S(N)(=O)=O)cc2)c1
0.04 | i | O=C(CSc1ccccn1)N/N=C/c1cccc([N+](=O)[O-])c1
-0.27 | i | O=C(COC(=O)CN1C(=O)c2ccccc2C1=O)Nc1ncc(Cl)cc1Cl
0.14 | i | O=C(COc1ccc(NC(=O)c2ccccc2)cc1)c1ccccc1
2.3 | i | Cc1ccn2c(=O)nc(SCC(=O)NCc3ccccc3)nc2c1
0.31 | i | COc1ccc(N(CC(=O)NCCSC2CCCCC2)S(=O)(=O)c2ccccc2)c(OC)c1
0.09 | i | COc1ccc(N(CC(=O)N2CCc3ccccc32)S(=O)(=O)c2c(C)nn(C)c2C)cc1
0.65 | i | COc1ccc(NC(=S)NCc2ccco2)cc1
-1.4 | i | COc1ccc(/C=C/CN2CCN(Cc3ccc(C)cc3)C(CCO)C2)cc1 (stereo unspecified)
0.65 | i | COc1cnc(-c2ccccn2)nc1Sc1cccc(Cl)c1
-1 | i | COc1cc(OC)c(OC)cc1CN(C)CCc1ccccn1
-1.1 | i | CCOc1ccc(CCNC(=O)COC(=O)c2ccccc2O)cc1OCC
1.1 | i | CCc1cccc(NC(=O)Nc2ccc3c(c2)OCO3)c1

An unsorted share of the library; overall some 1.9% were active at least once.
